B2AR arrestin: qHTS assay of beta-arrestin-biased ligands of beta2-adrenergic receptor. 0.02% of 330,000 active. beta-arrestin recruitment to beta2AR, cell-based reporter. Potency, µM (series often up to 46.1 µM), for the others: at the top dose activation, hits mostly activators. Beta-2 adrenergic receptor (Homo sapiens), P07550;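 also: potency is read from the fitted curve at half-maximal effect; 0% = DMSO controls and full agonism = EC100 isoproterenol or metaproterenol; nearly all actives have a fitted effect of over 65% in size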
TCR activator: Activators of T cell receptors: qHTS campaign; 330,000 tested, under 10 active; Potency, µM (doses to about 9.22 µM), for inactives: top-dose activation of IL-2 secretion, actives largely listed as activators; primary human leukocytes, anti-CD3, IL-2 HTRF, 48 h; AID 504894, 2011; also: % of control where 0% means no effect
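1) Mix primary human leukocytes, a-CD3 beads and compound. 2) Incubate 48 hr. 3) Add HTRF IL-2 reagents (a-IL-2-K, a-IL-2-d2).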
Mito fusion yeast: qHTS Assay for Small Molecule Inhibitors of Mitochondrial Division or Activators of Mitochondrial Fusion; 0.23% of 320,000 active; Potency, µM (series often up to 46.1 µM), for the others: top-dose growth rescue (activation), usual class: activators; S. cerevisiae fusion-defective mutant growth rescue, CellTiterGlo 48 h; AID 485298, 2010;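 also: potency is read from the fitted curve at half-maximal effect; % of control where 0% means no effect; nearly all actives have a fitted effect of over 45% in size; temperature-sensitive fusion mutants such as fzo1-1 at 37 °C on non-fermentable ethanol glycerol medium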
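Growth-rescue viability read-out: after 48 h at the non-permissive 37C in glycerol/ethanol YPEG, yeast mitochondrial fusion mutants are measured by CellTiterGlo luminescence; compounds (23 nl pinned per well) restoring growth score as division inhibitors or fusion activators.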
TSHR antagonist: Antagonists of the Thyroid Stimulating Hormone Receptor: HTS campaign; AID 504810, 2011; activity change, negative = inhibition, % at 11.5 µM; TSHR-expressing cells, TSH-stimulated cAMP HTRF, 2 h; stronger effect = lower value; 0.2% of 330,000 active;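 active = activity change below a set negative limit, meaning inhibition stronger than a set level, cut at about -70% in these data; inconclusive = activity change between two set negative limits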; also: % is scaled to controls: 0 for no effect and ±100 for the full control effect
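Inhibition of cAMP made by TSHR-expressing cells under TSH stimulation (4nM final, EC80; 2 h, 37 deg C) is quantified with a one-step lysis HTRF kit, anti-cAMP cryptate versus cAMP-d2.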
ELG1 DNA repair: qHTS screen for small molecules that inhibit ELG1-dependent DNA repair in human embryonic kidney (HEK293T) cells expressing luciferase-tagged ELG1; 2.3% of 330,000 active; AID 504467, 2011; HEK293T ELG1-luciferase reporter, luminescence, 16 h; DNA damage induced by 5-fluorouridine; Potency, µM (series often up to 46.1 µM), for inactives: at the top dose activity change, negative = inhibition, usual class: inhibitors; also: potency is read from the fitted curve at half-maximal effect; % is scaled to controls: 0 for no effect and ±100 for the full control effect; nearly all actives have a fitted effect of over 55% in size
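Cells (2,000 per well) received 5-fluorouridine plus test compound or DMSO and were incubated 16 hr at 37 °C, 5% CO2. Luciferase activity was read by luminescence 30 min after ONE-Glo addition; signal suppression marked inhibition of damage-induced ELG1 function.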
Tb PFK block: qHTS Assay to Find Inhibitors of T. brucei phosphofructokinase; T. brucei PFK, ADP-Glo luminescence; Potency, µM (series often up to 57.5 µM), inactives show top-dose activity, negative = inhibition, actives largely listed as inhibitors; 0.17% of 330,000 active; AID 485367, 2010;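 also: potency is read from the fitted curve at half-maximal effect; 0% = uninhibited 1x PFK enzyme wells and -100% = no-enzyme wells; nearly all actives have a fitted effect of over 60% in size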
Target sequence (O15648 whole entry, looked up): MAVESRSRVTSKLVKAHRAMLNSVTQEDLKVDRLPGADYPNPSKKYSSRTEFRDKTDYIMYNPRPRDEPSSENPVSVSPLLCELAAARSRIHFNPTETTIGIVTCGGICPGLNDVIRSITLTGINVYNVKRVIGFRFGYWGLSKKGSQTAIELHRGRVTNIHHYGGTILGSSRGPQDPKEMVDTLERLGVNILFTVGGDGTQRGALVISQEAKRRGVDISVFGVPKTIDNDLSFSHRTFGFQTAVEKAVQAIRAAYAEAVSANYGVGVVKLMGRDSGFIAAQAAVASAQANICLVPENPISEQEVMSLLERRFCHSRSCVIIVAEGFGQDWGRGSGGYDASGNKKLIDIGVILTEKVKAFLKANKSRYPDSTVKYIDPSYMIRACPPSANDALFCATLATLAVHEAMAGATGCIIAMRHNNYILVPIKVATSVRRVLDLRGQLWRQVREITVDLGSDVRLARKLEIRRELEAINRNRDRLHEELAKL
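Luminescent ADP detection (ADP-Glo, two-step: ATP depletion then ADP-to-ATP conversion for luciferase) reported PFK activity after 45 min room-temperature reaction of 1.25 nM enzyme with 0.5 mM F6P and 0.1 mM ATP at pH 8.0.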
Chronic BCR inh: qHTS Assay to Find Inhibitors of Chronic Active B-Cell Receptor Signaling | ABC-DLBCL IkBa-CBG/CBR reporter, luminescence ratio, 4 h | Potency, µM (doses to about 46.1 µM), inactives show at the highest dose ratio change, negative = lower green/red ratio, most hits filed as inhibitors | 0.05% of 340,000 active; active = well fitted inhibition curve with a large enough effect in the signal ratio, with a control signal flat, not every such curve was filed as active; inconclusive = small, poorly fitted or top-dose-only effect, or effect the other way, or a change in a side signal; the % refers to the signal ratio;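 also: potency is read from the fitted curve at half-maximal effect; plate controls were basal doxycycline-induced cells for no effect and cells given 10 µM MG132 for full effect; MG132 reads +100%, hits lower the ratio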
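Doxycycline induced both beetle luciferases in TMD8 lymphoma cells; IKK-driven degradation limits the IkappaBalpha-fused green signal, while red luminescence normalises for cell number and nonspecific effects. Compounds tested up to 46 uM, 4 hrs.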
uPA surface inh: qHTS for Inhibitors of Cell Surface uPA Generation. cell surface uPA generation assay, qHTS. 0.31% of 330,000 active. Potency, µM (titrated, usually from 38.3 µM), without a hit: at the highest dose activity change, negative = inhibition, most hits filed as inhibitors. AID 540303, 2011; active = well fitted inhibition curve with a large enough effect; inconclusive = small, poorly fitted or top-dose-only effect; inactive = no such curve, though single readings can be large or run the other way; tested in mouse RAW 264.7 cells; also: potency is read from the fitted curve at half-maximal effect; % is scaled to controls: 0 for no effect and ±100 for the full control effect; nearly all actives have a fitted effect of over 55% in size
PTAP TSG101 blk: qHTS Assay for Iinhibitors of HIV-1 Budding by Blocking the Interaction of PTAP/TSG101 | Fluorescence polarization, FITC-PTAP peptide / Tsg101 binding | Potency, µM (series often up to 115 µM), without a hit: at the highest dose activity change, negative = inhibition, hits mostly inhibitors | 340,000 tested, under 10 active | AID 493005, 2010; active = well fitted inhibition curve with a large enough effect in the main read-out, with a control signal flat, not every such curve was filed as active; inconclusive = small, poorly fitted or top-dose-only effect, or effect the other way, or a change in a side signal; inactive = no such curve, though single readings can be large or run the other way; also: potency is read from the fitted curve at half-maximal effect; % of control where 0% means no effect
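Fluorescence anisotropy tracks displacement of a FITC-tagged PTAP peptide (50 nM) from the Tsg101 binding domain (10 uM), following a 20 min room-temperature incubation at pH 7.5.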
USP2a block: qHTS Assay for Inhibitors of Ubiquitin-specific Protease USP2a Using CHOP2 as the Reporter; AID 463254, 2010; USP2 core, Ub-CHOP2 coupled fluorogenic reporter, 485/531; Potency, µM (top dose mostly 38.3 µM), without a hit: top-dose activity change, negative = inhibition, usual class: inhibitors; 0.01% of 330,000 active; Ubiquitin carboxyl-terminal hydrolase 2 (Homo sapiens), O75604;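 also: potency is read from the fitted curve at half-maximal effect; plate controls were DMSO wells for no effect and full inhibition by NEM control for full effect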
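Cell-free coupled assay: 10nM USP2 core preincubated 30min RT with compound in Tris-HCl pH 8.0/CaCl2/CHAPS buffer, then 25nM Ub-CHOP2 and 25nM reporter substrate; fluorescence (Ex 485/Em 531) read after 60min RT, normalized to NEM inhibition, concentration-response curves fitted.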
Eya2 inh: qHTS Assay for Inhibitors of the Phosphatase Activity of Eya2; Protein phosphatase EYA2 (Homo sapiens), O00167; recombinant Eya2, OMFP fluorescence dephosphorylation (OMFP is methylfluorescein phosphate); Potency, µM (highest dose often 76.9 µM), for the others: at the highest dose activity, negative = inhibition, actives largely listed as inhibitors; 0.006% of 330,000 active; also: potency is read from the fitted curve at half-maximal effect; % is scaled to controls: 0 for no effect and ±100 for the full control effect
Target sequence (O00167 whole entry, looked up): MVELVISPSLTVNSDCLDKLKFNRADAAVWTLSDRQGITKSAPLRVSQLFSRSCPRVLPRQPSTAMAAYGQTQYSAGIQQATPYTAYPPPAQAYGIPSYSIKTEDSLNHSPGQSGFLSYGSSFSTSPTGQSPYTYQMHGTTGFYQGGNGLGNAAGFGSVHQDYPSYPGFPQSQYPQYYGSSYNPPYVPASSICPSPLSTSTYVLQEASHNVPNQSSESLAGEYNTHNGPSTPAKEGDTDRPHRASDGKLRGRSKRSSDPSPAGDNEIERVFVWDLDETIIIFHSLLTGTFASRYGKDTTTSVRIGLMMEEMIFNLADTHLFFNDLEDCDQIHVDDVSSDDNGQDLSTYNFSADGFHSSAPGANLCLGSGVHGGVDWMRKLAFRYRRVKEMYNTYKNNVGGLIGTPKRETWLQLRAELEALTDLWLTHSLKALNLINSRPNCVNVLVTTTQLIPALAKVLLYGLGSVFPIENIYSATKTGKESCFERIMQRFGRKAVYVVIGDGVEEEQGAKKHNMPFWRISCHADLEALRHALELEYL
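Eya2 (0.2 uM) preincubated 10 min at ambient with compound, then OMFP substrate added at 50 uM; 10 min reaction in 50 mM HEPES pH 7.5, 50 mM NaCl, 5 uM MgCl2, 0.05% BSA, 1 mM DTT. Fluorescence read at Ex 485/Em 525 nm.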
* hit, by the source's call; ? = inconclusive; . = no result given; & = joins results of further samples; [ ] = dose if it differs, or a comment. Unless noted, calls follow the shape of the dose curve; as a rule, active = well fitted curve in the direction sought with a large enough effect; inconclusive = small, poorly fitted or top-dose-only effect, or another doubt; inactive = no such curve, though single readings can be large; an effect the other way counts as inactive or inconclusive.

# | SMILES | B2AR arrestin | TCR activator | Mito fusion yeast | TSHR antagonist | ELG1 DNA repair | Tb PFK block | Chronic BCR inh | uPA surface inh | PTAP TSG101 blk | USP2a block | Eya2 inh
1 | COc1ccc(S(=O)(=O)NC2CCCCC2)c(C)c1C | -0.4% | 2% | 14% | -6 | -8% | -3% | ? | 6% | -4% | 1% | -22%
2 | O=C(NCc1ccccc1F)C1CCCN(C(=O)NC2CCCCC2)C1 (configuration not stated) | -0.2% | -1% | -3% | -3 | -6% | 1% | ? | 7% | 0% | -1% | 7%
3 | COC(=O)[C@H](CC(C)C)NCc1cccc(CN[C@@H](CC(C)C)C(=O)OC)c1 | -1.0% | 1% | 1% | -2 | 12% | 3% | 29% | 10% | 1% | -1% | 5%
4 | Cc1nc(N(CCO)C2CCCCC2)c2nnn(Cc3ccccc3)c2n1 | -0.2% | 5% | 2% | 11 | ? | 0% | ? | 3% | -3% | -6% | -14%
5 | Cn1c(=O)[nH]c(=O)c2c1nc(CN1CCN(c3cccc(Cl)c3)CC1)n2CCCc1ccccc1 | 0.3% | 0% | -1% | -9 | 9.2µM* | 4% | 1% | -6% | -5% | -5% | -3%
6 | CON(C)c1nc(NCC(C)C)nc(OCC#N)n1 | -0.1% | 5% | 1% | 3 | 7% | 0% | 5% | -3% | -5% | 9% | 12%
7 | COc1cc(/C=N/NC(=O)CCC(=O)Nc2ccc(F)cc2)ccc1O | -0.4% | 3% | -3% | 7 | -2% | 0% | -8% | -7% | -7% | 1% | 2%
8 | COc1cc(F)c(C2=CC(=O)C[C@H](c3ccc(F)cc3)C2)cc1F | -0.3% | 3% | 0% | -5 | ? | -2% | 0% | 10% | -2% | 2% | -3%
9 | O=C(Nc1ccccc1C(=O)O)c1cccc(C(=O)Nc2ccccc2C(=O)O)c1 | 0.5% | 8% | 0% | -11 | ? | 19% | ? | -4% | -5% | 0% | 9%
10 | CCOC(=O)c1cccnc1SCC(=O)N(CC)c1cccc(C)c1 | 0.3% | 5% | 4% | -8 | -18% | 3% | 2%&15% | . | -5% | -2% | -13%
11 | Cc1cccc(OCCNC(=O)c2ccc(Oc3ccc(C(F)(F)F)cc3[N+](=O)[O-])cc2)c1 | 0.5% | -1% | -4% | -4 | -4% | -6% | 2% | 4% | -6% | 3% | -36%
12 | O=C(Nc1ccncc1)C1CCC(CNS(=O)(=O)c2cccc3nsnc23)CC1 (configuration not stated) | -0.7% | 4% | -4% | 4 | ? | -1% | 5% | -9% | -3% | 2% | -4%
13 | O=C(CCC(=O)N1CCCC1)Nc1nnc(C2CCCCC2)s1 | -0.9% | -40% | -1% | -10 | -5% | 0% | 6% | 0% | 0% | 1% | 7%
14 | CCOC(=O)c1[nH]c(C)c(CC(C)C)c1C | 0.2% | -2% | 13% | -1 | ? | -4% | ? | -9% | -1% | 1% | 12%
15 | CCOC(=O)C(C)Sc1nc(C2CC2)cc(C(F)(F)F)c1C#N (configuration not stated) | -0.1% | 1% | 2% | -14 | -4% | 4% | 16% | 5% | -3% | 1% | -18%
16 | COCCCN(C(=O)Cn1ncc2c(=O)oc3ccc(C)cc3c21)C(C)c1ccncc1 (configuration not stated) | 5.7% | 2%[46.1 µM] | -3% | -10 | 8% | -4% | -1% | ? | 2% | 3% | -8%
17 | O=C(CN1C(=O)NC2(CCCC2)C1=O)OCCOc1ccccc1Cl | 0.6% | 1% | -3% | -7 | 18% | -6% | -1% | -2% | 1% | 0% | -15%
18 | Cc1ccc(C)c(N2CCN(CCCNC(=O)Cn3cc4c(n3)CCCCC4)CC2)c1 | -0.2% | 9% | -5% | 1 | ? | 1% | ? | ? | 0% | -3% | -17%
19 | Cc1nn(C)cc1C(C)NC(=O)c1cc(COc2cccc3cnccc23)on1 (configuration not stated) | -0.9% | -1% | 1% | -8 | 18µM* | 0% | ? | 3% | -2% | -2% | -8%
20 | COc1ccc(C2=C/C(=C\c3ccc(OC(C)=O)cc3)C(=O)O2)cc1 | -0.6% | 12% | 5% | -3 | 3% | -5% | ? | 1% | 1% | -1% | 10%
21 | CCCS(=O)(=O)c1c(S(=O)(=O)CCC)c2ccc(C(N)=O)cn2c1C(=O)c1ccc(OC)cc1 | 0.2% | -3% | -2% | -9 | 27% | -3% | -4% | -7% | -1% | 1% | 1%
22 | Cc1cc(C)nc(/N=C(\N)N2CCCCC2)n1 | 0.1% | 6% | 5% | 3 | -12% | 1% | ? | 8% | -5% | 2% | 1%
23 | COc1cc(OC)cc(N(C(=O)CNC(=O)c2cccs2)C(C(=O)NCC2CCCO2)c2ccc(OC)c(OC)c2)c1 (configuration not stated) | -0.3% | 2% | 0% | 3 | 12% | -6% | 2% | -1% | -5% | 1% | 3%
24 | Cc1cc(Br)ccc1NC(=O)CSCc1c(C)noc1C | 0.4% | -2% | . | -2 | -5% | 3% | -9% | -2% | -4% | 4% | 6%
25 | CCCCCCn1c(=O)[nH]c2nc3cc(N)c(C)cc3nc2c1=O | -0.8% | -6%[46.1 µM] | ? | 16 | ? | -14% | ? | 4% | ? | ? | ?
26 | Cc1nc2ccccc2c2oc(C(=O)NCC3COc4ccccc4O3)cc12 (configuration not stated) | 0.2% | -1%[46.1 µM] | 25% | -28 | 15µM* | -5% | ? | ? | -2% | -5% | -9%
27 | Cc1ccccc1S(=O)(=O)Oc1ccccc1C(=O)Oc1ccccc1 | -0.6% | -2% | -2% | -9 | 13% | -1% | 3% | 9% | -3% | 0% | -2%
28 | COC(=O)c1cc(C(=O)Nc2ccc(C)cn2)cc([N+](=O)[O-])c1 | 0.6% | 9% | -3% | -5 | -13% | -11% | 8% | 5% | -6% | 5% | -5%
29 | CCC(CC)NC(=O)c1cccc(NC(=O)C(C)C)c1 | -0.3% | -6%[46.1 µM] | -5% | 0 | 6% | 2% | -1% | 0% | -2% | 10% | 9%
30 | NC(=O)CC(NC(=O)Cc1cccc2ccccc12)c1ccc(NCCCN2CCCC2=O)c([N+](=O)[O-])c1 (configuration not stated) | -0.5% | -3% | 2% | 2 | ? | -1% | -6% | 9% | -5% | -1% | -17%
31 | C[C@@H]1[C@H]2[C@@H](O[C@@H]3O[C@H](CO)[C@@H](O)[C@H](O)[C@H]3O)OC=C(C(=O)O)[C@H]2C[C@@H]1O | -0.4% | -3% | 3% | 16 | 0% | ? | -1% | -1% | 0% | -4% | 0%
32 | CC(C)N(C(=O)Cn1cc(SCC(=O)NCC2CCCO2)c2ccccc21)C(C)C (configuration not stated) | -0.1% | . | -3% | -1 | -11% | 1% | 1% | -3% | 1% | 0% | 12%
33 | CN1CCN(C2=NC3(CCCC3)C(C#N)C(=O)N2)CC1 (configuration not stated) | -0.4% | -1% | -1% | -1 | 8% | 3% | -1% | 2% | -2% | 0% | -20%
34 | O=C(COC(=O)c1cc(=O)[nH]c2ccccc12)NC(=O)NC1CCCCC1 | -0.8% | -6% | 1% | -10 | -3% | -2% | -7% | -4% | 0% | 2% | -13%
35 | Cn1c(CCN2CCCCC2)nc2cc(NC(=O)COc3ccc(Cl)cc3)ccc21 | -0.9% | 3% | 24% | -8 | -9% | -16% | 9% | ? | -2% | 0% | 5%
36 | COc1cc(/C=N/n2nnnc2N)ccc1OCC(N)=O | 1.0% | . | 2% | 15 | 2% | -4% | -1% | -11% | -9% | 0% | -6%
37 | O=C(NNC1=NCCN1Cc1ccccc1)c1cccc(C(F)(F)F)c1 | 0.6% | 4% | 6% | 1 | 13% | 0% | 2% | -6% | 1% | 2% | -1%
